Screening data from PubChem.
All columns: NCI-60 one-dose screen, growth in % after 48 h at 10 µM unless noted; 100 = growth as untreated, 0 = no growth, -100 = all killed.
CAKI-1 = CAKI-1 renal cancer; 75,000 tested, 4.7% active
OVCAR-4 = OVCAR-4 ovarian cancer cells | 80,000 tested, 3.7% active
A498 = A498 renal cancer cells; 76,000 tested, 5.4% active; AID 1794774
OVCAR-3 = OVCAR-3 ovarian cancer. 79,000 tested, 7% active. AID 1794787
RXF 393 = RXF 393 renal cancer cells. 77,000 tested, 6.9% active. AID 1794773
OVCAR-5 = OVCAR-5 ovarian cancer; 82,000 tested, 2.9% active; AID 1794783
OVCAR-8 = OVCAR-8 ovarian cancer; 81,000 tested, 4.4% active; AID 1794782
ACHN = ACHN renal cancer | 81,000 tested, 4.9% active
* = called active by the depositor; nt = no result given; & = joins results of further samples. How the source made its calls: active means growth percent below 10; inactive means the rest.

Screens by letter: A = CAKI-1; B = OVCAR-4; C = A498; D = OVCAR-3; E = RXF 393; F = OVCAR-5; G = OVCAR-8; H = ACHN
O=C(Cc1ccc(-c2ccc(OCCN3CCOCC3)cc2)cn1)NCc1ccccc1
  A = 19	B = 48	C = 1.3*	D = 20	E = 29	F = 30	G = 1.3*	H = 22

OCCN1CCN(CCCN2c3ccccc3Sc3ccc(Cl)cc32)CC1
  A = 69&48	B = 70&74	C = 78&58	D = 81&83	E = 55&56	F = 91&61	G = 107&89	H = 76&62

CN(C)C/C=C/C(=O)Nc1cc2c(Nc3ccc(F)c(Cl)c3)ncnc2cc1O[C@H]1CCOC1
  A = 5.4*	B = 20	C = -40*	D = -14*	E = -22*	F = 17	G = -2.5*	H = -85*

Cn1cc(C(=O)c2nc(-c3cn(C)c4ccccc34)no2)c2cc(Br)ccc21
  A = 79	B = 99	C = 111	D = 110	E = 113	F = 103	G = 84	H = 74

C[C@H](COc1ccccc1)N[C@H](C)[C@H](O)c1ccc(O)cc1
  A = 102	B = 106	C = 118	D = 117	E = 118	F = 104	G = 95	H = 92

CN(C)C[C@@H]1CCn2cc(c3ccccc32)C2=C(C(=O)NC2=O)c2cn(c3ccccc23)CCO1
  A = -4.0*	B = -46*	C = -5.0*	D = 1.4*	E = -73*	F = -7.3*	G = 0.0*	H = -90*

COc1ccc2[nH]cc(-c3nnc(N)nc3-c3cn(C)c4ccccc34)c2c1
  A = 91	B = 102	C = 91	D = 125	E = 97	F = 100	G = 101	H = 98

CCOC(=O)c1ccc(N)cc1
  A = 96&73	B = 105&104	C = 107&111	D = 90&109	E = 108&119	F = 99&84	G = 96&86	H = 92&92

Cn1cc(-c2nnc(N)nc2-c2c[nH]c3ccc(F)cc23)c2ccccc21
  A = 81	B = 93	C = 109	D = 119	E = 99	F = 108	G = 98	H = 98

CC12CCC(CC1)C(C)(C)O2
  A = 91	B = 113	C = 93	D = 121	E = 117	F = 94	G = 111	H = 104

Cn1cc(-c2nnc(-c3cn(C)c4ncccc34)o2)c2cc(F)ccc21
  A = 72	B = 89	C = 84	D = 103	E = 99	F = 97	G = 97	H = 84

Cn1c(O)c(N=NC(N)=S)c2ccccc21
  A = 116&100	B = 108&97	C = 95&90	D = 120&105	E = 118&84	F = 92&80	G = 124&108	H = 104&111

CC(C(=O)O)c1ccc(C(=O)c2cccs2)cc1 (stereo unspecified)
  A = 106&84	B = 118&121	C = 110&100	D = 113&113	E = 103&110	F = 86	G = 96&95	H = 108

Cn1cc(-c2nnc(-c3cn(C)c4ncc(Br)cc34)s2)c2cc(F)ccc21
  A = 72	B = 105	C = 97	D = 107	E = 121	F = 106	G = 100	H = 92

Brc1cnc2[nH]cc(-c3nnc(-c4ccccc4)s3)c2c1
  A = 30	B = 74	C = 56	D = 81	E = 63	F = 109	G = 85	H = 41

Taken from above:
OVCAR-5 result of `COc1ccc2[nH]cc(-c3nnc(N)nc3-c3cn(C)c4ccccc34)c2c1` stands at 100
CAKI-1 result of `CCOC(=O)c1ccc(N)cc1` stands at 96&73

Continued:
Screens by letter: A = CAKI-1; B = OVCAR-4; C = A498; D = OVCAR-3; E = RXF 393; F = OVCAR-5; G = OVCAR-8; H = ACHN
CC(=O)c1ccc(S(=O)(=O)NC(=O)NC2CCCCC2)cc1
  A = 101	B = 96	C = 128	D = 111	E = 96	F = 116	G = 99	H = 111

CC(O)CN(C)C (stereo unspecified)
  A = 99	B = 102	C = nt	D = 106	E = 113	F = 99	G = 103	H = 120

Cc1nc2ccccn2c(=O)c1CCN1CCC(C(=O)c2ccc(F)cc2)CC1
  A = 81	B = 101	C = 84	D = 101	E = 110	F = 96	G = 100	H = 97

CN1CCOC(c2ccccc2)c2ccccc2C1 (stereo unspecified)
  A = 95	B = 105	C = 90	D = 113	E = 108	F = nt	G = 94	H = nt

Cn1cc(C(=O)c2nc(-c3cn(C)c4ccc(F)cc34)no2)c2cc(Br)ccc21
  A = 94	B = 109	C = 93	D = 104	E = 111	F = 94	G = 88	H = 102

COc1cc(C2NC(=S)NC(C)=C2C(=O)Nc2ccc(S(N)(=O)=O)cc2)cc(OC)c1OC (stereo unspecified)
  A = 97	B = 120	C = 178	D = 87	E = 109	F = 103	G = 120	H = 108

COc1ccc(/C=C/C(C)=N/OCC(N)=O)cc1
  A = 101	B = 106	C = 91	D = 110	E = 107	F = 108	G = 106	H = 103

CC1=CCC2C(=O)OC(=O)C2C1 (stereo unspecified)
  A = 96	B = nt	C = 96	D = 107	E = 99	F = 102	G = 108	H = 100

OC1CCC(Nc2ncc3nc(Nc4c(F)cc(F)cc4F)n([C@H]4CCOC4)c3n2)CC1 (stereo partly specified)
  A = 73	B = 109	C = 89	D = 96	E = 110	F = 64	G = 95	H = 70

Cc1nc(N)sc1-c1ccnc(Nc2ccc(N3CCOCC3)cc2)n1
  A = 21	B = 54	C = 33	D = 60	E = 18	F = 43	G = 34	H = 30

COc1cc2c(Oc3ccc(NC(=O)C4(C(=O)Nc5ccc(F)cc5)CC4)cc3F)ccnc2cc1OCCCN1CCOCC1
  A = -69*	B = 32	C = -92*	D = 46	E = -95*	F = 12	G = 27	H = -4.1*

CCn1c(C(=O)N(C2CC2)C2CC2)cc2c3c(ncn3C)c(Nc3cc(C)n(C)n3)nc21
  A = 60	B = 80	C = 73	D = 85	E = 46	F = 71	G = 86	H = 65

CCN(CC)CCNC(=O)c1cc(Cl)c(N)cc1OC
  A = 91	B = 99	C = 109	D = 111	E = 117	F = 100	G = 100	H = 101

CC(C)C[C@@H](C(=O)N[C@H](C(=O)OC1CCCC1)c1ccccc1)[C@H](O)C(=O)NO
  A = 76	B = 53	C = 41	D = 43	E = 7.6*	F = 60	G = 53	H = 86

COc1ccc(C(=O)CC(=O)c2ccc(C(C)(C)C)cc2)cc1
  A = 102	B = 95	C = 111	D = 117	E = 103	F = 97	G = 95	H = 99

Grouped by structure: those above containing an NH in an aromatic ring (3)
Screens by letter: A = CAKI-1; B = OVCAR-4; C = A498; D = OVCAR-3; E = RXF 393; F = OVCAR-5; G = OVCAR-8; H = ACHN
COc1ccc2[nH]cc(-c3nnc(N)nc3-c3cn(C)c4ccccc34)c2c1
  A = 91	B = 102	C = 91	D = 125	E = 97	F = 100	G = 101	H = 98

Cn1cc(-c2nnc(N)nc2-c2c[nH]c3ccc(F)cc23)c2ccccc21
  A = 81	B = 93	C = 109	D = 119	E = 99	F = 108	G = 98	H = 98

Brc1cnc2[nH]cc(-c3nnc(-c4ccccc4)s3)c2c1
  A = 30	B = 74	C = 56	D = 81	E = 63	F = 109	G = 85	H = 41

Returning to the listing, starting 2 compounds before the break.
Screens by letter: A = CAKI-1; B = OVCAR-4; C = A498; D = OVCAR-3; E = RXF 393; F = OVCAR-5; G = OVCAR-8; H = ACHN
CC(C)C[C@@H](C(=O)N[C@H](C(=O)OC1CCCC1)c1ccccc1)[C@H](O)C(=O)NO
  A = 76	B = 53	C = 41	D = 43	E = 7.6*	F = 60	G = 53	H = 86

COc1ccc(C(=O)CC(=O)c2ccc(C(C)(C)C)cc2)cc1
  A = 102	B = 95	C = 111	D = 117	E = 103	F = 97	G = 95	H = 99

COc1ccc2[nH]cc(-c3nnc(N)nc3-c3cn(C)c4ccc(OC)cc34)c2c1
  A = 90	B = 99	C = 77	D = 110	E = 107	F = 105	G = 106	H = 90

Nc1nnnn1-c1ccccc1
  A = nt	B = 121	C = nt	D = 131	E = 114	F = 111	G = 106	H = 110

CC(=O)O[C@]1(C(C)=O)CCC2C3C=C(Cl)C4=CC(=O)[C@@H]5C[C@@H]5[C@]4(C)C3CC[C@@]21C (stereo partly specified)
  A = 68	B = 75	C = 94	D = 105	E = 92	F = 110	G = 83	H = 90

CN(C)CCOC(C)(c1ccccc1)c1ccccn1 (stereo unspecified)
  A = 97	B = 109	C = 103	D = 118	E = 114	F = 107	G = 110	H = 102

CC(=O)c1ccc2c(c1)N(CCCN(C)C)c1ccccc1S2
  A = 80&88	B = 99&99	C = 94&21	D = 112&97	E = 72&82	F = 36&96	G = 93&95	H = 98&100

C=CC1=C(C(=O)O)N2C(=O)[C@@H](NC(=O)/C(=N\O)c3csc(N)n3)[C@H]2SC1 (stereo in doubt)
  A = 99	B = 108	C = 95	D = 108	E = 117	F = 96	G = 102	H = 97

CCCCC(O)c1ccccc1 (stereo unspecified)
  A = 100	B = 100	C = 96	D = 109	E = 107	F = 115	G = 94	H = 110

Cn1cc(-c2nnc(-c3ccccc3)o2)c2cc(Br)cnc21
  A = 65	B = 89	C = 85	D = 102	E = 114	F = 94	G = 98	H = 80

Some of the compounds tested; count on the stated rates, not on these rows.
